# GLP-1R agonist = qHTS of GLP-1 Receptor Agonists. Glucagon-like peptide 1 receptor (Homo sapiens), P43220. HEK293 GLP-1R CRE-luciferase, luminescence, 4-6 h; cells express a hypersensitive GLP-1R form. Potency, µM (highest dose often 45.6 µM), without a hit: top-dose activation, usual class: activators. 380,000 compounds, 0.007% hits. AID 624172, 2012; also: % of control where 0% means no effect
# Target sequence (P43220 whole entry, looked up): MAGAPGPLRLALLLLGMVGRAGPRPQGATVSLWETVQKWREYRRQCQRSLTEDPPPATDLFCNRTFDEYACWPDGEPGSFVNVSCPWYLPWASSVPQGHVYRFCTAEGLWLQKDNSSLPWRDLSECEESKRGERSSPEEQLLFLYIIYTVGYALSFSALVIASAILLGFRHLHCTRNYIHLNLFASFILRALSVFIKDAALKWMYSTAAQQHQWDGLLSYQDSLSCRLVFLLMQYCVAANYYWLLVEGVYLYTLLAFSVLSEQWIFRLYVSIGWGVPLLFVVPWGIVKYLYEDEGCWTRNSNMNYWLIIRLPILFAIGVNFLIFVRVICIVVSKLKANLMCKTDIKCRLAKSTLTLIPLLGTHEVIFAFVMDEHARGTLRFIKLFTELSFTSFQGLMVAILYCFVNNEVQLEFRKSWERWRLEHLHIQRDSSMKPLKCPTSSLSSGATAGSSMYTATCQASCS
# SW480 rereplic = A quantitative high throughput screen for small molecules that induce DNA re-replication in SW480 colon adenocarcinoma cells; Potency, µM (doses to about 46.1 µM), for the others: top-dose re-replication activation, most hits filed as activators; SW480 DNA re-replication, Hoechst DNA content imaging, 48 h; 340,000 compounds, 1.8% hits; also: % of control where 0% means no effect; nearly all actives have a fitted effect of over 55% in size
#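 Cells (250 per well) received 23 nL compound or DMSO by pin tool and were kept 48 hr at 37 C, 5% CO2. Nuclei were then stained with Hoechst for 40 min and scanned for DNA content.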
# GLP-1R inv ag = qHTS of GLP-1 Receptor Inverse Agonists (Inhibition Mode); HEK293 GLP-1R CRE-luciferase, luminescence, 24 h; GLP-1R form is constitutively active; Potency, µM (top dose mostly 38.3 µM), inactives show top-dose activity change, negative = inhibition, hits mostly inhibitors; 410,000 compounds, 1.6% hits; AID 624417, 2012; also: % is scaled to controls: 0 for no effect and ±100 for the full control effect; nearly all actives have a fitted effect of over 55% in size
#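 HEK293 cells stably co-expressing constitutively active GLP-1R and a cAMP-responsive luciferase reporter were seeded in DMEM with 10% Nu serum, given compounds after 12 h, and incubated 24 h at 37 deg C. Luminescence was then read.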
# HT1080NT lethal = qHTS for induction of synthetic lethality in tumor cells producing 2HG: qHTS for the HT-1080-NT fibrosarcoma cell line. HT-1080-NT fibrosarcoma viability, CellTiter-Glo ATP luminescence, 48 h. Potency, µM (series often up to 46.1 µM), inactives show top-dose activity, negative = less viability, most hits filed as cytotoxic. 360,000 compounds, 1.6% hits. AID 686970, 2013;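 also: NT is the 2HG producing partner of a matched IDH1 knockdown line; 0% = DMSO-treated cells and -100% = media-only wells without cells; nearly all actives have a fitted effect of over 55% in size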
#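 Viability by CellTiter-Glo luminescence after 48 h compound exposure at 37C of HT-1080-NT cells (750/well, RPMI, 5% FBS). % activity scaled between DMSO wells and medium-only wells, then curve-fitted and categorized by curve class.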
# HT1080 IDH1KD tx = qHTS for induction of synthetic lethality in tumor cells producing 2HG: qHTS for the HT-1080-IDH1KD cell line; Potency, µM (series often up to 46.1 µM), for the others: top-dose activity, negative = toxicity, actives largely listed as cytotoxic; HT-1080 IDH1 knockdown viability, ATP luminescence, 48 h; 360,000 compounds, 2% hits;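 also: 0% = DMSO wells and -100% = cell-free medium wells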
#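 In this qHTS, HT-1080 cells depleted of IDH1 are exposed for 48 h at 37 °C to compound titrations. Toxicity is scored from CellTiter-Glo luminescence, with DMSO as full viability and medium alone as none.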
# TDP-43 yeast inh = qHTS of TDP-43 Inhibitors; TDP-43 expressing yeast growth rescue, BacTiter-Glo, 24 h; 410,000 compounds, 1.8% hits; Potency, µM (titrated, usually from 46.1 µM), for the others: at the top dose growth rescue (activation), usual class: activators; AID 652104, 2013; also: % of control where 0% means no effect; nearly all actives have a fitted effect of over 50% in size
#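 Yeast cells expressing TDP-43 under galactose induction are exposed to compounds for 24 hr at 30 deg C. BacTiter-Glo luminescence measures growth, so protective compounds score as activators.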
# KB-V1 cytotox = qHTS assay for MDR1-selective chemotherapeutics: Primary screen using the drug-selected MDR subline cells KB-V1 | Potency, µM (series often up to 46.1 µM), for inactives: top-dose activity change, negative = cytotoxicity, hits mostly cytotoxic | 400,000 compounds, 3.4% hits | AID 1347076, 2019 | KB-V1 MDR cells viability, CellTiter-Glo, 72 h; also: % is scaled to controls: 0 for no effect and ±100 for the full control effect; nearly all actives have a fitted effect of over 60% in size
#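 KB-V1, DMEM (no phenol red) + 10% FBS; cpd pin-transferred, titration series; 72 h, 37 degrees C; CellTiter-Glo, luminescence. Data normalized, curve-fit.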
# KB-3-1 cytotox = qHTS assay for MDR1-selective chemotherapeutics: Primary screen using the parental adenocarcinoma cell KB-3-1. Potency, µM (highest dose often 46.1 µM), for the others: top-dose activity change, negative = cytotoxic, most hits filed as cytotoxic. KB-3-1 viability, CellTiter-Glo ATP luminescence, 72 h. 400,000 compounds, 1.4% hits; also: % is scaled to controls: 0 for no effect and ±100 for the full control effect; nearly all actives have a fitted effect of over 60% in size
#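 Parental KB-3-1 adenocarcinoma cells in phenol-red-free DMEM with 10% FBS were pin-treated with compounds at several concentrations, incubated 72 h at 37 °C, and viability read by CellTiter-Glo luminescence; concentration-effect curves were fitted after normalization.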
# GLP1R cytotox = qHTS of GLP-1 Receptor Inverse Agonists: Cytotox Screen; HEK293 cAMP-luciferase reporter cells, luminescence, 24 h; Potency, µM (doses to about 38.3 µM), without a hit: top-dose activity change, negative = inhibition, usual class: inhibitors; 410,000 compounds, 0.13% hits; AID 624418, 2012;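 also: loss of luciferase light is scored as toxicity; % is scaled to controls: 0 for no effect and ±100 for the full control effect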
#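 Cells in DMEM/10% Nu serum/1% pen-strep, 1536-well format. Pre-incubated 12 h, dosed with 23 nL compound, incubated a further 24 h. Luciferase detection, 12 min at room temp, luminescence.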
# Active calls of the source: *; ? = inconclusive; · = not tested or not shown; & = joins results of further samples; [ ] = dose if it differs, or a comment. Calls follow the shape of the dose curve; as a rule, active = well fitted curve in the direction sought with a large enough effect; inconclusive = small, poorly fitted or top-dose-only effect, or another doubt; inactive = no such curve, though single readings can be large; an effect the other way counts as inactive or inconclusive. Potency is read from the fitted curve at half-maximal effect.
1: O=C(NCc1ccco1)c1ccc(CNc2c(N3CCCCC3)c(=O)c2=O)cc1
2: O=C(C[C@H]1C/C=C\C[C@H](Cc2ccc(F)cc2)C(=O)O[C@@H](c2ccccc2)CNC1=O)N[C@H](CO)Cc1ccccc1
3: CCOC(=O)c1c(NC(=O)COC(=O)CCCOc2ccc(OC)cc2)sc(C(=O)N(C)C)c1C
4: CCn1c(=O)c(C(=O)CN2CCN(S(=O)(=O)c3cc(C)ccc3C)CC2)c(N)n(Cc2ccccc2)c1=O
5: COc1ccc(S(=O)(=O)N2CCC(C(=O)NCc3ccc(C)cc3)CC2)cc1
6: Cc1cccc(C(=O)O)c1NC(=O)Cc1cccc2ccccc12
7: COC(=O)c1scc(C)c1S(=O)(=O)Nc1ccc(C)cc1
8: CCc1ccccc1NC(=O)CSc1ncc(S(=O)(=O)c2ccccc2)c(N)n1

Assay by compound	1	2	3	4	5	6	7	8
GLP-1R agonist	0%	3%	0%	9%	6%	-5%	12%	0%
SW480 rereplic	-13%	-2%	-3%	1%	-4%	1%	?	·
GLP-1R inv ag	-6%	?	13%	1%	-18%	8%	?	-11%
HT1080NT lethal	19%	-20%	-2%	1%	9%	6%	?	·
HT1080 IDH1KD tx	17%	-4%	-5%	-3%	4%	-13%	?	·
TDP-43 yeast inh	?	10%	-12%	-3%	15%	2%	6%	20%
KB-V1 cytotox	16%	0%	-24%	?	-11%	18%	-29%	1%
KB-3-1 cytotox	?	0%	12%	-6%	2%	3%	-11%	-6%
GLP1R cytotox	5%	2%	0%	-1%	-24%	-11%	-22%	-9%

9: O=C1CSc2ccc(C(=O)NCCc3ccc(Cl)cc3Cl)cc2N1
10: CCC1CCCCN1S(=O)(=O)c1ccc2c(c1)CCN2C(C)=O (stereo not given)
11: O=C(CCCNC(=O)c1ccc(Cl)cc1)Nc1ccc(S(=O)(=O)Nc2ncccn2)cc1
12: Cc1ccc2c(c1)N(S(=O)(=O)c1ccc3c(c1)NC(=O)CC(=O)N3)CCO2
13: NC(=O)N/N=C/c1ccccc1OC(=O)c1ccccc1Br
14: COc1ccc(CNC(=O)c2coc(=O)c3ccccc23)cc1
15: Cc1ccc2nc3c(cc(C(=O)NCCc4ccccc4)c(=N)n3CCCN3CCOCC3)c(=O)n2c1
16: COc1ccc(CNC(=O)CN(C(=O)CCC(=O)Nc2nccs2)c2ccccc2C)cc1

Assay by compound	9	10	11	12	13	14	15	16
GLP-1R agonist	3%	0%	-2%	-4%	11%	6%	-1%	14%
SW480 rereplic	-1%	-27%	-8%	1%	-9%	-41%[inhibitor][1.84 µM]	4.6µM*	-4%
GLP-1R inv ag	?	-2%	-6%	-18%&3%	-8%	?	?	-18%
HT1080NT lethal	?	-1%	11%	-13%	-15%	?	-30%	-5%
HT1080 IDH1KD tx	?	-4%	8%	-11%	-5%	-24%	-20%	0%
TDP-43 yeast inh	10%	0%	1%	-1%&2%	-31%[inhibitor]	·	-5%	12%
KB-V1 cytotox	-8%	0%	5%	2%&18%	2%	10%	-6%	-5%
KB-3-1 cytotox	-1%	-1%	14%	-4%&0%	-3%	-5%	-17%	9%
GLP1R cytotox	-16%	-13%	0%	-6%&8%	-4%	-15%	43%[activator]	6%

# Compound profiles (already shown):
# `COc1ccc(S(=O)(=O)N2CCC(C(=O)NCc3ccc(C)cc3)CC2)cc1` is listed with GLP-1R agonist = 6%; SW480 rereplic = -4%; GLP-1R inv ag = -18%; HT1080NT lethal = 9%; HT1080 IDH1KD tx = 4%; TDP-43 yeast inh = 15%; KB-V1 cytotox = -11%; KB-3-1 cytotox = 2%; GLP1R cytotox = -24%
# `COc1ccc(CNC(=O)c2coc(=O)c3ccccc23)cc1` is listed with GLP-1R agonist = 6%; SW480 rereplic = -41%[inhibitor][1.84 µM]; GLP-1R inv ag = ?; HT1080NT lethal = ?; HT1080 IDH1KD tx = -24%; TDP-43 yeast inh = ·; KB-V1 cytotox = 10%; KB-3-1 cytotox = -5%; GLP1R cytotox = -15%

# An excerpt from above, showing only GLP-1R agonist and HT1080 IDH1KD tx:
no.	structure	GLP-1R agonist	HT1080 IDH1KD tx
10	CCC1CCCCN1S(=O)(=O)c1ccc2c(c1)CCN2C(C)=O (stereo not given)	0%	-4%
11	O=C(CCCNC(=O)c1ccc(Cl)cc1)Nc1ccc(S(=O)(=O)Nc2ncccn2)cc1	-2%	8%
12	Cc1ccc2c(c1)N(S(=O)(=O)c1ccc3c(c1)NC(=O)CC(=O)N3)CCO2	-4%	-11%

# Later entries.
17: CCc1noc(C)c1C(=O)N1CCCSC1=Nc1ccccc1
18: O=C(Nc1ccc2c(c1)CN(Cc1ccccc1O)CC2)C1CCCO1 (stereo not given)
19: Cc1cccc(Cn2ccc(NC(=O)c3ccc4c(c3)OCO4)n2)c1
20: Cc1cccc(Nc2ccc(C(=O)O)cc2[N+](=O)[O-])c1C
21: CC1Cc2nc(SCC(=O)N3CCN(c4ccccc4)CC3)n(C)c(=O)c2S1 (stereo not given)
22: O=C(CCCC(=O)N(CC(=O)NC1CCCC1)C1CCCC1)Nc1ccccn1
23: C/C(=N\NC(=S)NCc1ccccc1)c1cccs1
24: CN(/N=C/c1ccccc1O)C(=S)c1ccccc1

Assay by compound	17	18	19	20	21	22	23	24
GLP-1R agonist	10%	6%	7%	-2%	10%	-6%	19%	14%
SW480 rereplic	-1%	-3%	-2%	-4%	-10%	-5%[9.22 µM]	?	-1%
GLP-1R inv ag	-13%	-22%	?	-7%	-2%	-11%	?	-25%
HT1080NT lethal	1%	8%	-4%	-1%	2%	19%	13%	-21%
HT1080 IDH1KD tx	-1%	5%	1%	4%	-5%	16%	3%	-6%
TDP-43 yeast inh	9%	11%	-2%[9.22 µM]	?	16%	-9%	-7%	16%
KB-V1 cytotox	-25%	-13%	18µM*	0%	-3%	8%	?	-15%
KB-3-1 cytotox	8%	2%	-29%	1%	-5%	-2%	-2%	-6%
GLP1R cytotox	3%	-4%	-7%	-18%	-11%	-16%	3.5µM*	?

25: COc1cc(OC)cc(C(=O)Nc2cc(C)on2)c1
26: O=C(CN1CCSCC1)N/N=C/c1ccc(F)cc1F
27: C/C(=N\NC(=O)COc1ccc(C)cc1Br)c1cc([N+](=O)[O-])cs1
28: Cc1ccc(NS(=O)(=O)c2ccc(C(=O)N3CC(C)CC(C)C3)cc2)cc1 (stereo not given)
29: CCc1nn2c(-c3ccco3)ccnc2c1-c1ccccc1
30: COc1cc(NC(=O)Cn2c(=O)ccc3cc(S(=O)(=O)N4CCCC4)ccc32)cc(OC)c1
31: CCn1c(SCC(=O)NC2CCCc3ccccc32)nnc1-c1cccs1 (stereo not given)
32: CCN1C(=O)[C@H]2[C@@H](c3ccc(C)cc3)N[C@]3(CCCN(Cc4ccc(Cl)cc4)C3=O)[C@H]2C1=O

Assay by compound	25	26	27	28	29	30	31	32
GLP-1R agonist	-2%	14%	11%	-2%	0%	-5%	4%	0%
SW480 rereplic	-9%	-4%	9.2µM*	13%	·	·	2%	·
GLP-1R inv ag	15%	0%	56%[activator]	?	-4%	4%	-19%	22%
HT1080NT lethal	5%	13%	?	0%	·	·	-2%	4%
HT1080 IDH1KD tx	-1%	11%	?	-28%	·	·	-6%	-1%
TDP-43 yeast inh	0%	-9%	-6%[0.397 µM]	8%	11%	16%	-6%	28%
KB-V1 cytotox	4%	19%	?	?	-3%	9%	-21%	-12%
KB-3-1 cytotox	-7%	16%	21µM*	-9%	4%	-14%	?	-6%
GLP1R cytotox	2%	6%	-20%	11%	-5%	0%	3%	11%

33: CCc1ccc(NC(=O)c2cc(C)nn2-c2ccccc2)cc1
34: Cc1[nH]c2ccccc2c1C(=O)COC(=O)C1CCC(=O)N1 (stereo not given)
35: COCCCNCCCCOc1ccc(C)cc1[N+](=O)[O-]
36: CCN(CC)S(=O)(=O)c1cccc(C(=O)OCC(=O)c2ccc3c(c2)NC(=O)CO3)c1
37: COc1ccccc1NC(=O)CSCC(=O)N1c2ccccc2CCc2ccccc21
38: COC(=O)c1scc(-c2ccc(C)cc2)c1S(=O)(=O)Nc1ccc(N(C)C)cc1
39: COc1ccc(NC(=O)C(C)N2C(=O)c3ccccc3C2=O)c(OC)c1 (stereo not given)
40: Cc1cccc(NC(=O)c2ccc(NCC3CCCO3)c([N+](=O)[O-])c2)c1 (stereo not given)
41: CCc1ccc(OC(C)C(=O)N(Cc2ccco2)C2CCS(=O)(=O)C2)cc1 (stereo not given)
42: O=C(O)c1[nH]c2ccccc2c1CC(=O)N1CCOCC1

Assay by compound	33	34	35	36	37	38	39	40	41	42
GLP-1R agonist	17%	-14%	1%	6%	-7%	·	3%	6%	0%	-9%
SW480 rereplic	?	-3%	13%	-3%	-1%	·	7%	-59%[inhibitor]	3%	-5%
GLP-1R inv ag	?	2%	?	4%	?	?	7%	2%	4%	-9%
HT1080NT lethal	-7%	-2%	0%	2%	2%	·	1%	18%	8%	15%
HT1080 IDH1KD tx	-10%	-3%	0%	1%	-9%	·	11%	16%	-1%	13%
TDP-43 yeast inh	16µM*	8%	-4%	-4%	14%	16%	1%	-1%	3%	15%
KB-V1 cytotox	?	1%	-7%	-6%	0%	?	-1%	4.1µM*	-3%	-1%
KB-3-1 cytotox	0%	9%	0%	-1%	-6%	-30%	0%	11%	0%	-8%
GLP1R cytotox	-4%&0%	-5%	9%	-10%	-11%	-22%	5%	-11%	-15%	2%

# Source: PubChem BioAssay (National Center for Advancing Translational Sciences (NCATS))
